Tb PGK inh: inhibitors of T. brucei phosphoglycerate kinase; AID 602233; PGK/GAPDH coupled, Kinase-Glo luminescence, 60 min; Potency, µM (series often up to 57.5 µM), inactives show at the highest dose activity change, negative = inhibition, usual class: inhibitors; 0.043% of 380,000 active; note: % is set by controls: 0 for no effect and ±100 for the full control effect; nearly all actives have a fitted effect of over 60% in size
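Luminescent ATP detection (Kinase-Glo Plus) follows a 60-minute room-temperature incubation, with wells lacking PGK as controls. Buffer: 100 mM TEA (pH 7.6), 5 mM MgCl2, 0.01% Tween-20. Coupling enzyme GAPDH (100 nM final) supplies unstable 1,3-BPG in-well.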
GLS inhibitor: glutaminase GLS (human) inhibition | GLS enzymatic activity, qHTS titration | O94925 | Potency, µM (doses to about 45.5 µM), for inactives: at the top dose activity change, negative = inhibition, most hits filed as inhibitors | 0.21% of 410,000 active; note: % is set by controls: 0 for no effect and ±100 for the full control effect
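Two-point fluorescence kinetic (t0, 30 min RT) for hKGA; glutamate detected via glutamate oxidase–HRP–Amplex Red. Substrate: 1 mM L-glutamine solution; buffer 45 mM KH2PO4, pH 8.2.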
ALOX12 inh: inhibitors of human 12S-lipoxygenase ALOX12. purified 12hLO, xylenol orange hydroperoxide absorbance. Potency, µM (titrated, usually from 108 µM), for the others: at the highest dose activity change, negative = inhibition, hits mostly inhibitors. 1.1% of 580,000 active; note: % is set by controls: 0 for no effect and ±100 for the full control effect
Target sequence (P18054 whole entry, looked up): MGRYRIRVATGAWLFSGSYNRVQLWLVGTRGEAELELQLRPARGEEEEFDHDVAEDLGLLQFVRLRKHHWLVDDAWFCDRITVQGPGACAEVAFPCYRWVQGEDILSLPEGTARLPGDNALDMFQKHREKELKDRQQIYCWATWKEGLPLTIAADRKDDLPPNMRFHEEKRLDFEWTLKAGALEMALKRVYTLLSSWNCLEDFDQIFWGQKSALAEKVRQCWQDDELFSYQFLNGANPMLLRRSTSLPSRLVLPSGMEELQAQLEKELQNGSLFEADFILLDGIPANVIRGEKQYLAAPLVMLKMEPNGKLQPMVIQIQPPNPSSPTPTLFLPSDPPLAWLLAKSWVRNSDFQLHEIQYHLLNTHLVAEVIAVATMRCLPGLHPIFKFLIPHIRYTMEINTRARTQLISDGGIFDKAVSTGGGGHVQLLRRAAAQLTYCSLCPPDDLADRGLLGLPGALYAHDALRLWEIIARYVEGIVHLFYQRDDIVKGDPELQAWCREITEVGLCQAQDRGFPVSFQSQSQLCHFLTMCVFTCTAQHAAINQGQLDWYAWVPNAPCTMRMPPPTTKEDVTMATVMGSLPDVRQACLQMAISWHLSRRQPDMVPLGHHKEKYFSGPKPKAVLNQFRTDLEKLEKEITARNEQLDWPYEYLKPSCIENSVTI
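Purified human 12hLO (150 nM final) in 25 mM Hepes, 0.01% Triton X-100, pH 7.0 was preincubated 15 min at room temperature with compound. Then 40 uM arachidonic acid was added, 30 min. Hydroperoxide was read by Fe-XO absorbance ratio 573/405 nm.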
HP1b chromo inh: blocks HP1-beta chromodomain binding to methylated histone tails; Potency, µM (doses to about 114 µM), for the others: top-dose activity change, negative = inhibition, hits mostly inhibitors; P83916; AlphaScreen HP1-beta / biotin-H3K9me3 peptide binding; 0.56% of 390,000 active; note: nearly all actives have a fitted effect of over 70% in size; inactives centre near 23
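Compound inhibition of the preformed complex between 50 nM HP1-beta and 50 nM biotinylated H3K9me3 peptide was read by AlphaScreen. Buffer was PBS pH 7.4 with 0.01% Tween-20. Incubations ran 30 min at room temperature, with 10 ug/mL donor/acceptor beads.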
Pin1 inhibitor: human Pin1 inhibition; AID 504891; Q13526; 0.009% of 390,000 active; Pin1 FP peptide displacement, HiFluor488, 10 min; Potency, µM (highest dose often 115 µM), for the others: at the top dose activity, negative = inhibition, usual class: inhibitors; active = well fitted inhibition curve with a large enough effect in the polarisation, with a control signal flat, not every such curve was filed as active; inconclusive = small, poorly fitted or top-dose-only effect, or effect the other way, or a change in a side signal; inactive = no such curve, though single readings can be large or run the other way; the % refers to the polarisation; note: % is set by controls: 0 for no effect and ±100 for the full control effect
Target sequence (Q13526 whole entry, looked up): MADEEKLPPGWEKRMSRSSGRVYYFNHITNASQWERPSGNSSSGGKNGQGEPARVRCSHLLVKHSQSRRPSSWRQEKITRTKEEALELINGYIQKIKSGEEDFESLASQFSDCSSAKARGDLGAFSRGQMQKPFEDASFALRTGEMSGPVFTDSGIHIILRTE
RGS4 inhibitor: inhibitors of human regulator of G protein signaling 4 | P49798 | Transcreener GDP fluorescence polarization, RGS4-accelerated GTP hydrolysis | Potency, µM (highest dose often 114 µM), for inactives: at the highest dose activity change, negative = inhibition, most hits filed as inhibitors | 0.039% of 390,000 active | AID 504845; note: % is set by controls: 0 for no effect and ±100 for the full control effect; nearly all actives have a fitted effect of over 75% in size; some results filed as inactive show a strong effect at the top dose
Target sequence (P49798 whole entry, looked up): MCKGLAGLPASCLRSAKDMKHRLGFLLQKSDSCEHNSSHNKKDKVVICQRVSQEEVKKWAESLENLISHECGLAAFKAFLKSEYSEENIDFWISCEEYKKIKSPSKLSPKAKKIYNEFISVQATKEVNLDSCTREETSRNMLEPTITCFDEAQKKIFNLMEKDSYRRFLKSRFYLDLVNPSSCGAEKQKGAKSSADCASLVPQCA
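MLSMR compounds (23 nl, pin-transferred) preincubated 10 min at room temperature with a 500nM (2x) first reagent, then RGS4 at 900nM (2x) plus Transcreener GDP mix added; fluorescence polarization (620/688 nm) read before and after 90 min at 30 °C.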
JMJD2A Tudor inh: inhibitors of human JMJD2A Tudor domain; AlphaScreen JMJD2A-Tudor / H3K4me3 peptide binding; 4.4% of 390,000 active; AID 504339; O75164; Potency, µM (series often up to 114 µM), inactives show at the highest dose activity change, negative = inhibition, actives largely listed as inhibitors; note: % is set by controls: 0 for no effect and ±100 for the full control effect; nearly all actives have a fitted effect of over 50% in size
ERG Ets-DNA blk: inhibitors of human ERG Ets domain-DNA interaction. P11308. fluorescence polarization, His-ERG Ets domain / labelled DNA. Potency, µM (highest dose often 76.9 µM), for inactives: at the highest dose FP activity, negative = inhibition, usual class: inhibitors. 0.028% of 370,000 active. AID 624246; active = well fitted inhibition curve with a large enough effect in the polarisation, with a control signal flat; inconclusive = small, poorly fitted or top-dose-only effect, or effect the other way, or a change in a side signal; inactive = no such curve, though single readings can be large or run the other way; the % refers to the polarisation;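 note: polarization taken with two DNA probes labelled with fluorescein and Texas red; % of control where 0% means no effect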
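His-tagged ERG Ets domain (1 uM in the protein solution; 300mM KCl, 50mM Tris-HCl, 1mM EDTA, 1mM DTT, pH 7.5) received compound, then a probe mix of 5 nM fluorescein-DNA and 100nM Texas-615-DNA. Fluorescence polarization was read for both dyes.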
TrxR1 inh: rat TrxR1 inhibition | O89049 | recombinant rTrxR1, NADPH fluorescence consumption, selenite substrate | Potency, µM (series often up to 114 µM), inactives show at the top dose activity change, negative = inhibition, actives largely listed as inhibitors | 1% of 390,000 active; note: % is set by controls: 0 for no effect and ±100 for the full control effect; nearly all actives have a fitted effect of over 65% in size
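Rat TrxR1 (90 nM in the dispensed reagent) was pre-reduced with 400 uM NADPH for 5 min at room temperature, then incubated with compound for 15 min. After 400 uM selenite was added, NADPH fluorescence (Ex 340/Em 450 nm) was followed for 8 min.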
* marks the source's active call; other numbers are inactive results; i = inactive; ? = inconclusive; nt = not tested or not shown; & = joins results of further samples; [ ] = dose if it differs, or a comment. Unless noted, calls come from the whole dose curve; as a rule, active = well fitted curve in the direction sought with a large enough effect; inconclusive = small, poorly fitted or top-dose-only effect, or another doubt; inactive = no such curve, though single readings can be large; an effect the other way counts as inactive or inconclusive. Potency is the fitted concentration of half-maximal effect.

The opening 3 records, to show the layout:
SMILES	Tb PGK inh	GLS inhibitor	ALOX12 inh	HP1b chromo inh	Pin1 inhibitor	RGS4 inhibitor	JMJD2A Tudor inh	ERG Ets-DNA blk	TrxR1 inh
CCN1C(=O)N[C@@H](c2cccc(C(F)(F)F)c2)[C@H](C(C)=O)[C@H]1C	-7%	0%	-5%	76%[activator]	4%	-12%	-9%	2%	1%
CCOC(=O)/C(=N\Nc1ncnc2ccccc12)c1ccc(C)cc1	-1%	-6%	-23%	-7%	?	8%	?	7%	-16%
CSc1ncccc1C(=O)NCCc1ccc(Cl)cc1	-6%	-13%	-19%	30%[activator]	0%	27%	2%	-3%	28%[57.1 µM]

Results, from the first entry:
SMILES	Tb PGK inh	GLS inhibitor	ALOX12 inh	HP1b chromo inh	Pin1 inhibitor	RGS4 inhibitor	JMJD2A Tudor inh	ERG Ets-DNA blk	TrxR1 inh
CCN1C(=O)N[C@@H](c2cccc(C(F)(F)F)c2)[C@H](C(C)=O)[C@H]1C	-7%	0%	-5%	76%[activator]	4%	-12%	-9%	2%	1%
CCOC(=O)/C(=N\Nc1ncnc2ccccc12)c1ccc(C)cc1	-1%	-6%	-23%	-7%	?	8%	?	7%	-16%
CSc1ncccc1C(=O)NCCc1ccc(Cl)cc1	-6%	-13%	-19%	30%[activator]	0%	27%	2%	-3%	28%[57.1 µM]
Cc1ccc(S(=O)(=O)Nc2cc(=O)[nH]c3c2CCC3)cc1	-6%	10%	-2%	37%	-9%	17%	-10%	14%	1%
CN1C(=O)/C(=C/c2ccccc2Cl)Sc2ccc(C(=O)N3CCCC3)cc21	-9%	-2%	-3%	-2%[57 µM]	3%	-5%	-30%	-3%	7%
Cc1ccc(OCC(=O)NCc2ccco2)cc1C	-7%	7%	-21%	3%	-3%	?	-22%	-5%	?
COc1ccc(-n2nnnc2SCC(=O)N2C(C)CCCC2C)c(OC)c1 (stereo unspecified)	-9%	-8%	-4%	19%	-7%	2%	-8%	nt	6%
CC(NS(=O)(=O)c1ccc(Cl)cc1)C(=O)OCC(=O)Nc1ccc(N(C)C)cc1 (stereo unspecified)	-4%	24%	?	-34%	-9%	-18%	?	-13%	4%
c1ccc(OCc2nc(-c3ccccc3)no2)cc1	-5%	-3%	53%[activator][57.4 µM]	207%[activator]	-3%	-8%	132%[activator]	-5%	9%
Nc1ccc(CSc2ccccc2)cc1	0%	2%	-9%	-4%[57 µM]	0%	-15%	-31%	-7%	3%[2.29 µM]
O=C(COc1ccc(/C=N/NC(=O)c2cc3ccccc3o2)cc1Br)Nc1ccccc1	-15%	-1%	?	20%	77%[activator]	?	?	nt	20%
COc1cccc(/C=C2\CC(C)Cc3c2nc2ccccc2c3C(=O)O)c1OC (stereo unspecified)	i	0%	?	44%[activator]	-20%	-13%	10%	-14%	-5%
CC1=C(C(=O)Nc2ccccc2F)C(c2ccsc2)C2=C(CC(c3ccccc3)CC2=O)N1 (stereo unspecified)	-1%	-7%	20%	68%[activator]	40%[activator]	-47%	-9%	7%	17%[57.1 µM]
O=C(CNC(=O)C1CCCCC1)OCC(=O)c1cccc(Cl)c1	-9%	-5%	-12%	12%[57 µM]	0%&-3%	5%&15%	10%[57.1 µM]	7%	21%&19%
Cc1ccccc1-n1c(=O)n(CCc2ccccc2)c(=O)c2[nH]cnc21	-6%	2%	?	38%	-7%	-6%	-5%	?	21%
O=C(O)C1CCCCC1C(=O)Nc1ccccc1C(=O)N1CCN(c2ccc(F)cc2)CC1 (stereo unspecified)	-3%	27%	-1%	15%	-10%	17%	-12%	-2%	-10%
Cc1ccc(S(=O)(=O)N(C)CCCC(=O)Nc2ccc(C)cc2C)cc1	5%	2%	-7%	25%	0%	2%	0%	-3%	-6%
N#C/C(=C\c1ccco1)C(=O)NCc1ccccc1	nt	-3%	nt	47%[activator]	-9%	-10%	-16%	2%	22%
Cc1noc(C)c1S(=O)(=O)N1CCC(C(=O)N2CCN(c3cccc(C(F)(F)F)c3)CC2)CC1	i	0%	-13%	31%	18%	3%	-12%	-1%	3%
COc1cc2cc(C(=O)N(C)Cc3ccccc3)[nH]c2cc1OC	2%	1%	-2%	22%	-8%	-50%	12%	0%	-6%
CCCc1cc(=O)[nH]c2nnc(SCC(=O)Nc3ccc(C(C)=O)cc3)n12	-9%	0%	-16%	55%[activator]	8%	-7%	-19%	12%	-11%
CSc1ccc(/C=N/NC(=O)c2sccc2C)cc1	-28%	3%	-6%	26%	6%	11%	-7%	15%	10%
CC1CN(C(=O)CCC(=O)NCc2cccs2)c2ccccc2O1 (stereo unspecified)	-4%	-1%	5%	16%	1%	1%	-20%	2%	16%
COCCNC(=O)C(OC(=O)c1ccco1)c1ccccc1OC (stereo unspecified)	-5%	-7%	0%	28%	-1%	12%	5%	2%	22%
CCc1ccc(NC(=O)CSc2nnc(CNC(=O)c3ccco3)o2)cc1	-8%	-1%	-1%	25%	0%	-3%	-7%	-3%	-2%
C=CCn1c(=N)n(CC(=O)c2ccc(Cl)cc2)c2ccccc21	-1%	-11%	0%	44%[activator]	-1%	7%	0%	-1%	19%
Cc1ccc(/C=C/C(=O)Nc2ncc(C)s2)o1	-12%	12%	-10%	-13%	5%	-22%	-24%	nt	40µM*
CC(C)CCNC(=O)CN(CC1CCCO1)C(=O)CCC(=O)Nc1ccccn1 (stereo unspecified)	4%	16%	-12%	42%[activator]	-3%	24%	-12%	-5%	5%[57.1 µM]
CN(C)c1ccc(NC(=O)/C=C/c2c(Cl)cccc2Cl)cc1	0%	-1%	-25%	?	45%[activator]	-11%	-34%	-5%	-21%
O=C(Cc1coc2cc(O)ccc12)NNC(=O)c1ccc(Br)s1	-9%	22%	?	13%	2%	-24%	-17%	-8%	-19%
CCCCNC(=O)c1c(CSc2ccc(Cl)cc2)noc1C(=O)NCCC	-10%	-9%	-3%	100%[activator]	7%	-7%	44%[activator]	1%	28%
O=C(COC(=O)c1ccccc1Br)NCCc1ccc(F)cc1	-5%	0%	23%	37%	?	-7%	9%	-7%	14%
O=C(c1ccc(Br)cc1)N(C1=NCCCCS1)c1ccccc1	-8%	8%	?	28%	-1%	-9%	-8%	-2%	-3%
COc1ccc(NC(=O)N2CCC(NC(=O)c3ccco3)CC2)cc1	1%	-5%	0%	13%	0%	40%	-14%	-1%	16%[57.1 µM]
Cc1cc2ccccc2c(=O)n1CC(=O)NC1CCCCCC1	-7%	-22%	8%	27%	1%	-8%	-14%	-5%	-10%
CCCn1c(=N)n(CC(O)COc2ccccc2OC)c2ccccc21 (stereo unspecified)	i	-2%	-11%	25%	4%	-2%	-15%	-5%	30%
CCCN1Cc2cccc(C(=O)NC(C)c3cccs3)c2C1=O (stereo unspecified)	7%	-2%	0%	47%[activator]	0%	-5%	-5%	-6%	7%[57.1 µM]
CCOc1ccc(N(C)C(=O)CCc2nnc3ccc(NCc4ccco4)nn23)cc1	-9%	3%	19%	2%	3%	10%[11.4 µM]	?	2%	2%
C=CCOc1ccc(/C=N/NC(=O)CN(c2cc(Cl)ccc2OC)S(=O)(=O)c2ccc(C)c([N+](=O)[O-])c2)cc1	i	1%	?	9%	9%	12%	-28%	nt	2%
CCCCN(CC)CCCNC(=O)c1ccc(CS(=O)(=O)c2c(Cl)cccc2Cl)o1	-8%	-9%	48%[activator]	28%	1%	-2%	-12%	13%	-2%
Cc1ccc(C)c(Nc2nn3c(=O)c4ccc(C(=O)N(C)Cc5ccccc5)cc4nc3s2)c1	-7%	3%	8%	9%	13%	3%	-31%	1%	-3%
COc1ccccc1NC(=O)c1ccc2c(c1)C(=O)N(Cc1ccco1)C2=O	i	1%	10%	80%[activator]	9%	-33%	-10%	7%	3%
O=C(CCC(=O)N1CCSc2ccccc21)NCc1ccccc1Cl	nt	-2%	-6%	43%[activator]	4%	4%	-2%	0%	1%
CC(C)NC(=O)COC(=O)Cn1[nH]c(=O)c2ccccc2c1=O	2%	22%	-13%	43%[activator]	4%	-8%	-8%	-10%	2%
CN(Cc1ccccc1)c1nc2nonc2nc1N1CCCC(CN2CCCC2=O)C1 (stereo unspecified)	-2%	2%	11%	30%	1%	6%	-10%	10%	-4%
Cc1ccc(-c2nnc(SCCC(=O)N3CCOCC3)o2)cc1	5%	9%	2%	58%[activator]	?	0%	-8%	3%	4%
O=C(NC(=S)Nc1ncccn1)c1ccc(F)cc1	-12%	-3%	?	-19%	1%	2%	-22%	8%	-8%
O=C(c1ccc(Cl)c(S(=O)(=O)Nc2ccc(F)cc2)c1)N1CCN(c2ccccn2)CC1	1%	13%	15%	18%	-7%	18%	-11%	-4%	15%
CC(C)(c1ccccc1)c1ccc(OCCN)cc1	-3%	?	?	11%	-5%	-3%	-4%	0%	24%[57.1 µM]
O=C(CCc1c[nH]c2ccccc12)NCc1ccco1	i	-1%	-13%&-12%	36%	-2%	6%	-6%	?	17%
COc1cc(C(C)=O)ccc1OCC(=O)NCC1(N2CCCCC2)CCCCC1	1%	10%	-7%	27%	1%	-14%	-10%	3%	-6%
CCOC(=O)c1c(C)n(C)c2ccc(OCC(O)CN(CC)CC)cc12 (stereo unspecified)	-7%	-4%	-19%	13%	2%	-24%	-28%	19%	-9%
COc1ccc(NC(=O)CCC(=O)N/N=C/c2ccncc2)cc1	-5%	-5%	113%[activator]	53%[activator]	-2%	0%	7%	1%	26%

These rows are one share of the data; rates above refer to the full screens.
